GLP1R inv ag = acts as inverse agonist at human GLP-1 receptor; Potency, µM (series often up to 38.3 µM), inactives show at the top dose activity change, negative = inhibition, most hits filed as inhibitors; P43220; 410,000 compounds, 1.6% hits; AID 624417; HEK293 GLP-1R CRE-luciferase, luminescence, 24 h; GLP-1R form is constitutively active; note: % is set by controls: 0 for no effect and ±100 for the full control effect; nearly all actives have a fitted effect of over 55% in size
Target sequence (P43220 whole entry, looked up): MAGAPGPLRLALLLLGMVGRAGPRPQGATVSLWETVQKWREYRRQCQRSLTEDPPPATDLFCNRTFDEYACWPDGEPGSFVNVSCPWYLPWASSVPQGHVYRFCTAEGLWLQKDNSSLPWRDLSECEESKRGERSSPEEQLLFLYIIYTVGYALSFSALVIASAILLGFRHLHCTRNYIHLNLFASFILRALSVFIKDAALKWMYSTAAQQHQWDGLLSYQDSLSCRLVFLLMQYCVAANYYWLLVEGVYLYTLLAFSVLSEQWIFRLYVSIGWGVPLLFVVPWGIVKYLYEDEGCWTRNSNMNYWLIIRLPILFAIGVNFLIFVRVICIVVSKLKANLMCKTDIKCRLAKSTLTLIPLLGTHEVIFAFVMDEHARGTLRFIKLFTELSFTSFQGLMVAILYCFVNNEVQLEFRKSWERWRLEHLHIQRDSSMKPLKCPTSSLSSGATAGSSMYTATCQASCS
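Cells are plated, allowed 12 hours at 37 deg C, then treated with compounds for 24 hr before luciferase detection reagent is added and luminescence is read after 12 min at room temperature. The HEK293 line carries constitutively active GLP-1R with a cAMP-responsive reporter.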
GLP1R cytotox = cytotoxicity counter-screen for GLP-1 receptor inverse agonists; HEK293 cAMP-luciferase reporter cells, luminescence, 24 h; Potency, µM (series often up to 38.3 µM), for the others: top-dose activity change, negative = inhibition, actives largely listed as inhibitors; 410,000 compounds, 0.13% hits; AID 624418;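 note: loss of luciferase light is scored as toxicity; % is set by controls: 0 for no effect and ±100 for the full control effect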
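A 23 nL compound transfer followed 12 hours of cell culture at 37 deg C; exposure then lasted 24 hr. Luciferase assay detection reagent was dispensed and plates read for luminescence after a 12 min room-temperature wait.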
SW480 rerep = induces DNA re-replication in SW480 colon adenocarcinoma cells; SW480 DNA re-replication, Hoechst DNA content imaging, 48 h; Potency, µM (top dose mostly 46.1 µM), without a hit: at the top dose re-replication activation, usual class: activators; 340,000 compounds, 1.8% hits; AID 624297; note: % of control where 0% means no effect; nearly all actives have a fitted effect of over 55% in size
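First, 250 cells per well were seeded. Next, compound or vehicle (23 nL) was pinned in, plates sat 48 hr at 37 C. Finally Hoechst was added for 40 min before fluorescence scanning.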
KB-3-1 tox = kills parental KB-3-1 adenocarcinoma cells. 400,000 compounds, 1.4% hits. Potency, µM (top dose mostly 46.1 µM), inactives show at the top dose activity change, negative = cytotoxic, actives largely listed as cytotoxic. KB-3-1 viability, CellTiter-Glo ATP luminescence, 72 h. AID 1347075; note: % is set by controls: 0 for no effect and ±100 for the full control effect; nearly all actives have a fitted effect of over 60% in size
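KB-3-1 parental drug-naive adenocarcinoma cells in DMEM/10% FBS, incubated 72 h at 37 C with pin-transferred compounds across a concentration series. Viability by CellTiter-Glo luminescence; concentration-response curves fitted after normalization.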
KB-V1 cytotox = kills drug-selected multidrug resistant KB-V1 cells. 400,000 compounds, 3.4% hits. Potency, µM (titrated, usually from 46.1 µM), without a hit: at the top dose activity change, negative = cytotoxicity, hits mostly cytotoxic. KB-V1 MDR cells viability, CellTiter-Glo, 72 h; note: % is set by controls: 0 for no effect and ±100 for the full control effect; nearly all actives have a fitted effect of over 60% in size
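In this primary screen, KB-V1 cells overexpressing P-gp are incubated with library compounds (lowest to highest concentration) for 72 h at 37 degrees C before a luminescent ATP viability read.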
HT1080 IDH1KD tx = toxicity to HT-1080 IDH1 knockdown cells (counter line). 360,000 compounds, 2% hits. HT-1080 IDH1 knockdown viability, ATP luminescence, 48 h. Potency, µM (titrated, usually from 46.1 µM), for inactives: top-dose activity, negative = toxicity, hits mostly cytotoxic;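 note: 0% = DMSO wells and -100% = cell-free medium wells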
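Cytotoxicity counter-line: IDH1KD HT-1080, 48 h, CellTiter-Glo. Curves classed by r2, magnitude and activity.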
TDP-43 yeast inh = rescues yeast growth from TDP-43 toxicity; TDP-43 expressing yeast growth rescue, BacTiter-Glo, 24 h; Potency, µM (highest dose often 46.1 µM), for inactives: top-dose growth rescue (activation), actives largely listed as activators; 410,000 compounds, 1.8% hits; AID 652104; note: % of control where 0% means no effect; nearly all actives have a fitted effect of over 50% in size
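Yeast cells expressing TDP-43 under galactose induction are exposed to compounds for 24 hr at 30 deg C. BacTiter-Glo luminescence measures growth, so protective compounds score as activators.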
HT1080-NT tox = kills 2HG-producing HT-1080-NT fibrosarcoma cells. AID 686970. 360,000 compounds, 1.6% hits. Potency, µM (highest dose often 46.1 µM), for inactives: top-dose activity, negative = less viability, most hits filed as cytotoxic. HT-1080-NT fibrosarcoma viability, CellTiter-Glo ATP luminescence, 48 h;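 note: NT is the 2HG producing partner of a matched IDH1 knockdown line; 0% = DMSO-treated cells and -100% = media-only wells without cells; nearly all actives have a fitted effect of over 55% in size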
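Fibrosarcoma NT cells, 750 per well in 5% FBS RPMI, were exposed to compound for 48 hours. Viability: CellTiter-Glo luminescence.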
GLP1R ag = GLP-1 receptor (human) agonism; P43220; HEK293 GLP-1R CRE-luciferase, luminescence, 4-6 h; cells express a hypersensitive GLP-1R form; Potency, µM (titrated, usually from 45.6 µM), for the others: top-dose activation, most hits filed as activators; 380,000 compounds, 0.007% hits; note: % of control where 0% means no effect
* marks the source's active call; other numbers are inactive results; ? = inconclusive; / = no result given; & = joins results of further samples; [ ] = another dose, or the depositor's remark. Calls come from the whole dose curve; as a rule, active = well fitted curve in the direction sought with a large enough effect; inconclusive = small, poorly fitted or top-dose-only effect, or another doubt; inactive = no such curve, though single readings can be large; an effect the other way counts as inactive or inconclusive. Potency is the fitted concentration of half-maximal effect.

SMILES	GLP1R inv ag	GLP1R cytotox	SW480 rerep	KB-3-1 tox	KB-V1 cytotox	HT1080 IDH1KD tx	TDP-43 yeast inh	HT1080-NT tox	GLP1R ag
CCNC(=O)CSc1nnc(C2CC2)n1-c1ccccc1	13%	-3%	3%	2%	23%	21%	24%	17%	-17%
Cc1ccc(-n2cc(CNCCN3CCOC3=O)c(-c3cccc(C)c3)n2)cc1	?	-3%	10%	2%	-19%	?	-20%	?	12%
COc1ccc(C2c3c(ncn(CCCN4CCOCC4)c3=N)Oc3ccc4ccccc4c32)cc1OC (stereo not drawn)	?	-25%	18µM*	-7%	-5%	-29%	-2%	0%	21%
CC1(C)CC(NC(=O)c2ccccc2NS(=O)(=O)c2ccc(Br)cc2)CC(C)(C)N1	?	-1%	-10%	5%	7%	10%	4%	0%	4%
CC1SC(=NC(=O)C(C)N2C(=O)c3ccccc3C2=O)NC1=O (stereo not drawn)	-20%	-11%	-1%	-1%	-20%	13%	8%	11%	-3%
OCC[C@@H]1C[C@H](O)[C@@H](O)[C@@]2(OCCCc3cc(C(F)(F)F)ccc32)O1	30%[activator]	3%	/	0%	-4%	13%	4%	6%	-3%
O=C(CSC(=O)c1ccccc1)Nc1ccccc1F	-6%	-4%	-5%	0%	-4%	-2%	-38%[inhibitor]	2%	-2%
c1ccc(Nc2nc(-c3ccccc3)nc3ccccc23)cc1	?	-13%	?	6%	0%	0%	?	2%	5%
Cc1ccc(S(=O)(=O)c2nnn3c2nc(NC(C)c2ccccc2)c2sccc23)cc1 (stereo not drawn)	29%	-7%	/	-1%	-22%	/	-22%	/	/
Cc1ccc(S(=O)(=O)c2nc(-c3ccco3)oc2SC(C)C)cc1	?	20%&2%	-3%	0%&-5%	10%&-11%	0%	-29%&-7%	-4%	?
CN(C(=O)CSc1ncnc2sccc12)C1CCS(=O)(=O)C1 (stereo not drawn)	2%	4%	?	15%	?	-1%	12%	13%	10%
COC(=O)c1c(N2C(=O)Nc3ccccc3N2O)sc(C)c1C	-4%	-11%	1%	-17%	0%	-1%	-16%	-3%	-4%
Cn1ccnc1SCC(=O)N1CCN(S(=O)(=O)c2ccccc2)CC1	17%	-1%	-13%	-2%	-21%	0%	16%	-14%	-3%
C=CC[C@H](CC(=O)NCCO)C(=O)NCCOC(=O)[C@@H](CC=C)Cc1ccc(F)cc1	3%	18%	1%	-12%	?	0%	3%	10%	-3%
Cc1ccccc1NC(=O)NCCCN1CCN(C)CC1	1%	-4%	-9%	14%	-1%	7%	18%	6%	-3%

Complete entries, quoted from the list.
C=CC[C@H](CC(=O)NCCO)C(=O)NCCOC(=O)[C@@H](CC=C)Cc1ccc(F)cc1 as listed: GLP1R inv ag: 3%; GLP1R cytotox: 18%; SW480 rerep: 1%; KB-3-1 tox: -12%; KB-V1 cytotox: ?; HT1080 IDH1KD tx: 0%; TDP-43 yeast inh: 3%; HT1080-NT tox: 10%; GLP1R ag: -3%
Cc1ccc(-n2cc(CNCCN3CCOC3=O)c(-c3cccc(C)c3)n2)cc1 as listed: GLP1R inv ag: ?; GLP1R cytotox: -3%; SW480 rerep: 10%; KB-3-1 tox: 2%; KB-V1 cytotox: -19%; HT1080 IDH1KD tx: ?; TDP-43 yeast inh: -20%; HT1080-NT tox: ?; GLP1R ag: 12%

New compounds follow.
SMILES	GLP1R inv ag	GLP1R cytotox	SW480 rerep	KB-3-1 tox	KB-V1 cytotox	HT1080 IDH1KD tx	TDP-43 yeast inh	HT1080-NT tox	GLP1R ag
Cc1cccc(C)c1OCC(=O)Nc1ccc2c(c1)OCCO2	?	0%	80%	23µM*	?	-7%	14µM*	-11%	2%
O=[N+]([O-])c1ccccc1S(=O)(=O)N1CCN(c2ccccc2)CC1	11%	3%	-4%	-4%	-4%	-1%	-3%	-1%	-1%
O=C(NCCCn1ccnc1)c1cc(S(=O)(=O)N2CCOCC2)c(Cl)cc1Cl	-21%	-10%	-8%	-5%	15%	6%	2%	4%	0%
CCC(=O)Nc1cccc(NC(=S)NC(=O)c2ccccc2)c1	17%	7%	-1%	-2%	-20%	12%	13%	12%	-1%
Cc1cc(C)c(CC(=O)c2ccccc2)c(C)c1	10%	-2%	-8%	0%	0%	12%	0%	5%	1%
CN(CC(=O)NCCc1ccc(F)cc1)CC(=O)Nc1ccc(F)c(F)c1F	?	1%	-1%	0%	?	-9%	0%	0%	10%
Cc1nc(-c2ccc(S(=O)(=O)Nc3ccc(Br)cc3Cl)s2)cs1	-14%	-3%	-1%	-1%	1%	1%	-8%	-5%	1%
Cc1csc(NC(=O)c2cccnc2Cl)n1	-8%	2%	2%	0%	9%	0%	6%	-6%	6%
Cc1cc(C)c([N+](=O)[O-])cc1-c1ccc(/C=N/c2c(-c3ccco3)nc3ccccn23)o1	11%	-18%	9%	-2%	?	-26%	14µM*	-24%	0%
Cc1cccc(NC(=O)COc2ccc(-c3nn(C)c(=O)c4ccccc34)cc2)c1	?	-16%&-1%	16%	0%&-7%	?	-21%	35µM*	0%	17%&2%
COC(=O)[C@]12CCCCC=C1N(Cc1ccc3c(c1)OCO3)C(=O)[C@H](CC(=O)NCc1cccc(C(F)(F)F)c1)C2	?	-12%	/	0%	?	?	21%	?	/
O=C(O)COc1ccc(-c2nnn(Cc3ccccc3F)n2)cc1	19%	-6%	-2%	9%	27%	10%	0%	6%	3%
CCC(=O)Nc1nnc(S(=O)(=O)N2CCc3ccccc32)s1	-19%&4%	2%&3%	-6%	-14%&2%	14%&4%	-4%	-22%&18%	1%	-1%
Cc1ccc(-c2[nH]nc3c2C(C)C(C#N)=C(N)O3)cc1 (stereo not drawn)	21%	1%	-63%[inhibitor]	1%	-9%	8%	22%	-4%	1%
COc1ccc(CCN2C(=O)N(c3cccc(OC)c3)C(=O)C2CC(=O)Nc2ccccc2)cc1 (stereo not drawn)	?	-3%	/	0%	-45%	/	-8%	/	/
O=C(CCS(=O)(=O)c1ccccc1)Nc1nc2c(s1)COc1ccccc1-2	-25%	-30%	6%	?	-5%	-11%	-7%	-8%	-6%
Cc1nc(N2CCN(S(=O)(=O)c3cccc4nonc34)CC2)c2c3c(sc2n1)CCCC3	0%	-18%	1%	-2%	-3%	19%[9.24 µM]	-12%	6%	1%
O=C(CCNC(=O)c1ccc(Br)cc1)Nc1ccc(S(=O)(=O)N2CCCCC2)cc1	7%	3%	1%	-5%	-3%	-2%	-12%	1%	-2%
CCc1c(Cl)nc(N)nc1Nc1ccccc1Cl	-2%	-4%	?	0%	0%	-18%	18%	1%	11%
O=C(CN1CCN(S(=O)(=O)c2ccccc2)CC1)NC1CC1	3%	-14%	-6%	0%	-3%	2%	-1%	2%	1%
Cn1c(=O)c2cc(NC(=S)NC3CCCCC3)ccc2n1Cc1ccc(Cl)cc1	?	-4%	/	-5%	-12%	-18%	11%	-26%	-8%
O=C1C(=O)N(c2ccc(O)cc2)C(c2ccccc2[N+](=O)[O-])/C1=C(\O)c1ccccc1 (stereo not drawn)	28%	1%	-18%	19%	16%	5%	15%	-5%	-1%
CCN(CC(=O)Nc1c(F)cccc1F)C(=O)C1CCN(C(=O)Nc2ccccc2)CC1	14%	-7%	-3%	9%	-8%	-4%	0%	0%	0%
CCN(CC(=O)NCc1ccc(Cl)cc1)C(=O)COc1ccc(C)cc1C	?	-7%	20%	/	/	-1%	-18%	-6%	2%
COC(=O)C1=C(C(=O)OC)C2C(C)=CC(C)=CN2C(C(=O)OC)=C1C(=O)OC (stereo not drawn)	0%	32%[activator]	-215%[inhibitor]	18%	?	13%	-1%	9%	-10%
COc1cccc(CNC(=O)CC2C(=O)NCCN2Cc2ccoc2)c1OC (stereo not drawn)	16%	10%	-7%	-1%	1%	10%	-4%	7%	5%
Cc1ccc(/C=C(\NC(=O)c2ccc(C)cc2)C(=O)NCCCn2ccnc2)cc1	-3%[7.66 µM]	21%[7.66 µM]	0%	-4%	?	11%	-19%[9.22 µM]	8%	6%
CCn1c(NC(=O)c2ccccc2)nc2ccccc21	?	0%	-49%[inhibitor]	2%	?	?	?	-17%	5%
CCc1ccc(C(=O)CSc2nc(N)cc(=O)[nH]2)cc1	81%[activator]	-9%	-2%	-4%	4%	6%	-3%	0%	-2%
O=C(COc1ccccc1Cl)N1CCNC1=O	3%	-2%	-54%[inhibitor]	4%	22%	1%	-22%	4%	5%

Reprinted at random: three entries already listed, in no set order.
SMILES	GLP1R inv ag	GLP1R cytotox	SW480 rerep	KB-3-1 tox	KB-V1 cytotox	HT1080 IDH1KD tx	TDP-43 yeast inh	HT1080-NT tox	GLP1R ag
CCN(CC(=O)NCc1ccc(Cl)cc1)C(=O)COc1ccc(C)cc1C	?	-7%	20%	/	/	-1%	-18%	-6%	2%
CCn1c(NC(=O)c2ccccc2)nc2ccccc21	?	0%	-49%[inhibitor]	2%	?	?	?	-17%	5%
COC(=O)C1=C(C(=O)OC)C2C(C)=CC(C)=CN2C(C(=O)OC)=C1C(=O)OC (stereo not drawn)	0%	32%[activator]	-215%[inhibitor]	18%	?	13%	-1%	9%	-10%
